# TLR9-MyD88 block: inhibitors of human TLR9-MyD88 binding. inhibition, % at 4.98 µM. CHO BLA complementation TLR9-MyD88, CCF4 FRET ratio. 0.21% of 340,000 active. Q9NR96+Q99836. AID 504734;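 active = inhibition above the mean over all tested compounds plus 3 SD, cut at about 21% in these data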;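 note: 0% = DMSO only wells and 100% = clavulanate BLA inhibitor control wells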
# Exocytosis inh: blocks lytic granule exocytosis; AID 651702; inhibition, % at 10 µM; 0.66% of 360,000 active; TALL-104 LAMP-1 surface exposure, flow cytometry; cells stimulated with thapsigargin and PMA;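 active = inhibition above about 55%, limit read from the data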
# ABCB6 inh MLPCN: inhibitors of human ABC transporter ABCB6; Q9NP58; K562-ABCB6 porphyrin accumulation, flow cytometry, 1 h; active compounds read low; fluorescence ratio to DMSO, % at 10 µM; 0.19% of 360,000 active; AID 602162;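 active = fluorescence ratio to DMSO below 75%, the collection mean minus 3 SD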;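 note: signal is porphyrin accumulated inside mitochondria; 100% equals median channel fluorescence of DMSO control wells; lower ratio means ABCB6 inhibition with less porphyrin fluorescence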
# Target sequence (Q9NP58 whole entry, looked up): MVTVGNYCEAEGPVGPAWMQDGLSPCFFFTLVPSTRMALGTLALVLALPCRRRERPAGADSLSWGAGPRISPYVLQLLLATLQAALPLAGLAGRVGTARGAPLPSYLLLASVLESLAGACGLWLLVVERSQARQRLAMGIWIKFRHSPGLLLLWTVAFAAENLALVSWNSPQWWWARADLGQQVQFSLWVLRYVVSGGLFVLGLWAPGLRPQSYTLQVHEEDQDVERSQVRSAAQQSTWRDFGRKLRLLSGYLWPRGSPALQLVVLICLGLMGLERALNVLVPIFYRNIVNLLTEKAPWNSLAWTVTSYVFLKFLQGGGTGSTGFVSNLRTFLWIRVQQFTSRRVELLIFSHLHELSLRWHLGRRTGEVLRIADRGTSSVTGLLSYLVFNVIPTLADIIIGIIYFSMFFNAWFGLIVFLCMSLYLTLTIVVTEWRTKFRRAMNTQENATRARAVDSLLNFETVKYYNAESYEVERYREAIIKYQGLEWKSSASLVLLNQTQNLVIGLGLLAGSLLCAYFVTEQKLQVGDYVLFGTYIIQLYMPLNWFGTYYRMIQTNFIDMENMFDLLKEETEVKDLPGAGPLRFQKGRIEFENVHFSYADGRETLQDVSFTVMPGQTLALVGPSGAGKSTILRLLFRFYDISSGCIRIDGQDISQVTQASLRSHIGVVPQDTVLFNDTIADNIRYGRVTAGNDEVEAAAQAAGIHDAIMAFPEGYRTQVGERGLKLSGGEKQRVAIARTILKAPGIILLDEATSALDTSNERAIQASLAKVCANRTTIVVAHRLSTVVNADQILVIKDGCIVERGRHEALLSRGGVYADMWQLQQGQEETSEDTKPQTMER
# MC4R barr agon: human MC4R agonism via beta-arrestin | P32245 | U2OS MC4R beta-arrestin complementation, luminescence; percent of melanotan II response, DMSO zero | activation, % at 8.9 µM | 0.98% of 360,000 active | AID 540308;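 active = activation above a per-plate cutoff, the mean activation of sample wells on that plate plus 3 SD, cut at about 8% in these data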
# aDG glyco act: increases alpha dystroglycan glycosylation | Pro5-aDG cells, alpha-DG glycosylation AlphaScreen (IIH6); 0% Pro5, 100% B10-LARGE cell signal | activation, % at 10 µM | 0.22% of 360,000 active;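 active = activation of at least 8% versus controls, or a plate z-score of at least 8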;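 note: Pro5 are CHO cells carrying HIG-tagged alpha-DG that lacks glycosylation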
# ABHD5 PLIN5 PPI: inhibitors of human ABHD5-perilipin-5 interaction; Q00G26+Q8WTS1; inhibition, % at 4 µM; 0.78% of 360,000 active; Split G. princeps luciferase complementation, luminescence, 4 h;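 active = inhibition above the mean inhibition across every tested compound plus 3 SD, cut at about 22% in these data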;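 note: 0% = DMSO only wells and the 100% control is not disclosed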
# MC4R antagonist: antagonists of human melanocortin 4 receptor (MC4R). inhibition, % at 6.5 µM. P32245. 0.48% of 360,000 active. MC4R-expressing cells, MTII-stimulated cAMP, LANCE TR-FRET;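 active = inhibition above its plate's cutoff, the mean of tested wells on that plate plus 3 SD, cut at about 29% in these data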;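 note: 0% = Melanotan II alone and 100% = Melanotan II plus saturating MCL0020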
#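 Test system: U2OS cells stably expressing human melanocortin 4 receptor (MC4R); also added: Melanotan II challenge; compound: 6.5 µM single dose; timing: 30-min compound preincubation, 1-h Melanotan II challenge, 1-h detection, room temperature; signal: Eu-cAMP/anti-cAMP TR-FRET, emission 671 nm; repeats: one well per compound, no replicates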
# N-glyco inh: N-linked glycosylation inhibition; D54 ERlucT glycosylation luciferase reporter, 24 h; percent of 100 nM tunicamycin response; reporter increase, % at 12.5 µM; 0.23% of 360,000 active; AID 588692;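 active = mean luciferase reporter signal, scaled so untreated is 0 and the glycosylation-blocking control 100, at or above a set limit in every replicate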;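 note: luciferase carries N-glycosylation sites so blocking glycosylation raises the light; 0% = median of neutral control wells and 100% = median of 100 nM tunicamycin wells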
# NOD2 RIPK2 PPI: NOD2-RIPK2 protein interaction inhibition; CHO BLA complementation NOD2-RIPK2, CCF4 ratio; inhibition, % at 4.98 µM; 0.38% of 360,000 active; in the data active = inhibition above about 21%;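 note: 0% = vehicle only and 100% = reference blocker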
# Vif inh: inhibitors of HIV Vif | HEK293T cells, Vif self-association by quenched fluorescence, imaging, 24 h | inhibition, % at 7.49 µM | 0.35% of 340,000 active | AID 602346; in the data active = inhibition above about 50%, passing the limit was not always enough; note: some results filed as inactive read as strong as hits
# An asterisk follows results filed as active; . = no result given; & = joins results of further samples. This is a subset. The share of hits here may be higher or lower than overall.
SMILES,TLR9-MyD88 block,Exocytosis inh,ABCB6 inh MLPCN,MC4R barr agon,aDG glyco act,ABHD5 PLIN5 PPI,MC4R antagonist,N-glyco inh,NOD2 RIPK2 PPI,Vif inh
C/C(CC(=O)NC1CCCCC1)=N\NC(=O)Cc1ccc(-c2ccccc2)cc1,2,2,90,-0.8,-0.4,-2,0,-2,14,-5
CC(C)Oc1ccc(CCC(=O)N/N=C/c2ccc3c(c2)OCO3)cc1,5,-11,100,0.9,0.0,6,9,-2,-12,-2
CCc1noc(C)c1C(=O)N1CCC(CCC(=O)Nc2cccc(C)c2)CC1,-7,-2,98,0.7,1.8,12,2,0,-9,-2
COC(=O)C1CC(=O)N(CCc2c[nH]c3ccccc23)C1 (stereo unspecified),-3,3,96,-2.0,0.1,-4,0,0,-18,2
CC1CCCCC1NC(=O)CN1CCN(S(=O)(=O)c2ccc(Br)s2)CC1 (stereo unspecified),-13,-2,95,3.0,0.1,2,5,-1,4,-17
COc1cc(OC)c(OC)cc1CN1CCC(O)CC1,2,-1,94,1.4,-0.1,-6,-4,1,2,-9
CC1(C)CC(=O)C(CC(=O)N2CCC(Cc3ccccc3)CC2)C(=O)C1,-6,-1,97,-1.8,0.2,6,3,0,3,7
CC(C)N1CC(C(=O)Nc2ccccc2)CC1=O (stereo unspecified),-2,4,105,-0.7,0.0,6,6,0,-11,3
COc1ccc(/C=N/Nc2nc(C(=O)O)cs2)cc1,8,-2,100,-0.4,-0.1,7,5,-4,2,1
Cc1ccc2nc(NNC(=O)c3ccc4c(c3)OCCO4)sc2c1,1,-10,102,-0.3,0.0,-10,7,2,0,2
COc1ccc2cc(C[C@@H]3CC[C@@H](CNC(N)=O)O3)ccc2c1,4,0,104,-0.6,0.0,9,-5,1,-31,-4
CN(C)CCCN(C(=O)COc1ccc(Cl)cc1)c1nc2c(F)cccc2s1,4,-3,96,-1.8,-0.1,2,22,1,-6,3
COCCCNc1nc(CC(C)C)nc2c1nnn2Cc1ccccc1,1,-5,101,3.5,0.0,0,13,1,-13,-14
COC(=O)CNc1nc(Cl)nc(Nc2ccc(Cl)cc2)n1,-1,1,103,-3.3,0.1,4,17,2,-5,-5
COc1cccc(NC(=O)NC2CCN(Cc3nnnn3Cc3ccc4c(c3)OCO4)CC2)c1,3,-2,117,-0.6,0.0,7,14,0,-10,-5
O=C(c1cccs1)N1CCN(Cc2nc3ccccc3c(=O)[nH]2)CC1,9,3,90,-1.5,-0.1,-2,3,2,-2,-1
CC(=O)c1cccc(N2C(=O)Nc3ccccc3N2O)c1,-13,-10,99,-0.6,0.2,-1,-4,4,0,-18
CCOC(=O)c1ccc(NC(=S)NCc2ccc(S(N)(=O)=O)cc2)cc1,-3,-4,99,-1.5,0.0,3,7,-4,-5,1
N#C/C(=C/c1ccc(Br)s1)C(=O)NCCc1c[nH]c2ccccc12,7,0,97,-1.2,-0.1,2,-3,1,-1,-3
NC(Cc1ccc2nsnc2c1)C(=O)O (stereo unspecified),0,-3,104,1.1,-0.1,-9,14,1,-7,11
COc1ccc(-c2csc3ncnc(N4CCN(S(=O)(=O)c5ccc(C(C)=O)cc5)CC4)c23)cc1,4,-4,97,-3.0,0.0,11,9,-10,2,-15
CC1CCCCC12NC(=O)N(CC(=O)NCc1ccccc1)C2=O (stereo unspecified),-1,-9,94,-1.1,0.1,3,1,1,-4,-1
CN(C)S(=O)(=O)c1cccc(NC(=O)c2cncc(Br)c2)c1,6,-2,98,-1.4,-0.4,-3,3,-6,-7,-3
COC(=O)[C@@]12C[C@@H](CC(=O)N3CCCCC3)C(=O)N(Cc3ccc4c(c3)OCO4)C1=CCC(C)(C)C2,.,-9,.,.,0.4,-1,.,.,3,.
COCCN1C2=C(C(=O)CC(C)(C)C2)C(c2ccc(O)c(OC)c2)C2=C1CC(C)(C)CC2=O,0,3,96,-0.2,0.0,-2,22,-2,-4,-3
SMILES,TLR9-MyD88 block,Exocytosis inh,ABCB6 inh MLPCN,MC4R barr agon,aDG glyco act,ABHD5 PLIN5 PPI,MC4R antagonist,N-glyco inh,NOD2 RIPK2 PPI,Vif inh
COc1cccc(NC(=O)CN2CCN(c3ccc(F)cc3)CC2)c1,-1,-4,97,-1.9,-0.1,0,10,1,-2,.
COC(=O)NC(NC(=S)Nc1cccc(C)c1)C(Cl)(Cl)Cl (stereo unspecified),3,-4,105,-0.9,0.0,-5,20,-1,3,0
CSCCC(NC(=O)c1ccccc1)C(=O)NCc1ccc(S(N)(=O)=O)cc1 (stereo unspecified),-2,2,103,1.1,-0.1,8,8,-1,-3,-1
CCOC(=O)c1ccccc1N/C=C/C(=O)c1ccccc1,-8,-2,95,-0.9,-0.1,-3,-2,0,-6,.
COc1ccc(S(=O)(=O)N(C)C)cc1NCC(=O)Nc1ccc(Br)c(C)c1,0,-1,97,0.3,0.8,-3,20,-4,-7,-3
Cc1ccc(-c2c(C(=O)N/N=C/c3ccc4c(c3)OCO4)nnn2-c2nonc2N)cc1,3,-1,108,-0.2,-0.2,-6,5,3,14,-2
COC(c1ccccc1)c1nnc(CCC(=O)NCCc2ccc(Cl)cc2)o1 (stereo unspecified),-1,-2,101,-2.8,-0.1,-4,11,-2,4,5
Cc1ccccc1Cn1nc(C)c(NC(=O)C(F)(F)F)c1C,0,-1,97,-3.5,0.2,-2,6,-2,-17,8
CCCCCCNC(=O)O[C@H]1Cn2c(=O)ccc(=O)n2[C@@H]2CN(S(=O)(=O)c3ccc(C)cc3)C[C@]12O,6,7,97,-3.1,-0.1,23*,9,7,2,1
COc1cccc2c(=O)n(CC(=O)N3CCCCC3)ccc12,-6,-1,100,-0.1,-0.2,-7,0,-2,2,6
COc1cc(/C=N/NC(=O)c2cc(-c3ccccc3)nc3ccccc23)ccc1O,-3,-7,97,0.7,0.0,-3,18,0,0,-1
O=C(Nc1ccc(Oc2ccccc2)cc1)c1csc([C@H]2C[C@H](O)[C@@H](CO)O2)n1,.,-8,92,-1.5,0.3,3,2,-3,-11,-11
CCN(CC)CCN1c2ccccc2Sc2ccccc21,-4,2,100,-1.6,0.5,15,-7,0,1,4
COc1ccccc1C(=O)NCCC(=O)NC1=NCCS1,-6,10,112,-1.6,0.3,-2,5,1,0,-3
CN(C)S(=O)(=O)c1ccc(C(=O)NCC(C)(C)N2CCOCC2)cc1,-2,-5,98,-3.0,-0.2,-2,9,-2,-13,-2
O=C1Nc2ccccc2C1=Nc1ccc(-c2nnc3n2CCCCC3)cc1,4&2,3&-1,96&96,-1.6&1.4,0.1&0.2,-15&-1,-3&-3,1&0,-8&-6,4&2
CN1C(=O)c2ccc(NC(=O)c3cccc4ccccc34)cc2C1=O,5,-5,98,0.6,-0.1,-2,4,0,0,0
CC(=O)Nc1ccc(S(=O)(=O)NCCSCc2ccccc2Cl)cc1,-1,-2,91,1.1,1.6,7,11,0,-5,-3
O=C(Nc1ccc(C(=O)OC2CCCCC2)cc1)c1ccncc1,1,6,99,0.7,0.4,-1,8,-6,3,-38
O=c1nc(/C=C/c2cccn2-c2ccc([N+](=O)[O-])cc2)cc(C(F)(F)F)[nH]1,0,-2,95,0.4,-0.2,-4,8,-2,-3,0
CC1CN(Cc2ccc(Cl)cc2Cl)CC(C)O1 (stereo unspecified),4,-2,100,-1.5,0.3,8,2,0,-3,4
COc1cccc(CNC(=O)Cn2nc([N+](=O)[O-])c(Br)c2C)c1,-12,-8,94,-2.3,0.0,-3,0,1,-2,-5
COc1ccc(CCNC(=O)C(=O)NCc2ccc(C)cc2)cc1OC,-5,-3,100,-1.9,-0.2,2,2,-1,-4,3
O=C(NCC(c1ccco1)N1CCN(c2ccc(F)cc2)CC1)C(=O)NC1CCCCC1 (stereo unspecified),-1,0,100,-0.6,-0.2,10,-4,-3,-8,-6
Cc1ccc2c(c1)/C(=N/OC(=O)c1ccc(F)cc1)CCS2,4,2,103,4.6,-0.2,6,7,3,-8,2
SMILES,TLR9-MyD88 block,Exocytosis inh,ABCB6 inh MLPCN,MC4R barr agon,aDG glyco act,ABHD5 PLIN5 PPI,MC4R antagonist,N-glyco inh,NOD2 RIPK2 PPI,Vif inh
COc1ccc(OCC(=O)N/N=C/C2CC=CCC2)cc1 (stereo unspecified),-12,-1,101,-0.6,-0.2,2,-2,-3,-1,3
CCN(C(=O)CN1CCN(c2cccc(Cl)c2)CC1)c1c(N)n(Cc2ccccc2)c(=O)[nH]c1=O,2,6,91,4.0,0.7,11,-1,3,0,4
COc1ccc(S(=O)(=O)N2CCC(C(=O)NC3CCCCC3)CC2)cc1OC,2,1,96,-3.6,0.2,-6,7,1,3,-3
Cn1nnnc1P(=O)(c1ccccc1)c1ccccc1,-11,6,92,-0.3,0.1,-5,12,1,-12,-6
O=C(Nc1cccc(Cl)c1)Nc1cc(S(=O)(=O)N2CCOCC2)ccc1N1CCCC1,8,-18,99,-0.2,-0.1,-4,9,2,-8,2
COc1ccc(CNC(=O)CNS(=O)(=O)c2cccc(C#N)c2)cc1OC,-4,3,90,-1.4,-0.1,7,0,0,0,.
O=C(COc1ccccc1)Nc1ncn[nH]1,11,-1,100,1.7,0.0,2,4,-1,1,3
Cc1c(NS(=O)(=O)c2cccc(C(=O)Nc3ccccc3)c2)c(=O)n(-c2ccccc2)n1C,-13,4,88,0.4,0.0,-11,6,4,-13,27
COc1cc(/C=N/n2cnnc2)ccc1OS(=O)(=O)c1ccccc1[N+](=O)[O-],-11,-2,100,2.7,0.5,20,-7,-3,1,-2
OCCCCCNc1ncnc2ccccc12,-8,-3,95,-1.7,3.2,-2,4,-1,10,-20
CCOC(=O)CSc1nc2sc(C(=O)O)c(C)c2c(=O)[nH]1,0,3,101,-0.4,-0.4,-6,-7,1,-12,-4
CN(C)S(=O)(=O)c1cccc(NC(=O)/C=C/c2ccc(S(=O)(=O)N3CCOCC3)cc2)c1,-9,-2,93,-1.8,-0.1,-16,-1,-7,7,-19
Cc1ccnc(N/C=C(/NC(=O)c2ccccc2)C(=O)N/N=C\c2ccc(F)cc2)n1,-3,-1,99,-1.1,-0.2,5,9,-9,-4,-12
CCC1Sc2ccc(S(=O)(=O)CCC(=O)Nc3ccc(C(=O)OC)cc3)cc2NC1=O (stereo unspecified),-7,4,104,-3.6,-0.2,-3,2,1,13,-4
CC(=O)N1C[C@H]2CON(C)[C@H]2C[C@H]1c1ccccc1,.,0,104,.,1.0,3,.,2,-10,-2
O=S(=O)(Nc1ccccc1)c1ccc(NS(=O)(=O)c2c(F)cccc2F)cc1,-4,-4,97,-0.3,0.4,-4,-1,2,-1,4
COC(=O)c1sc(NC(=O)C2CCCO2)c(C(=O)OC)c1C (stereo unspecified),6,-2,98,-1.6,-0.2,4,-1,-3,5,7
O=C(COC(=O)c1ccccc1O)Nc1cccnc1Cl,-3,-9,99,-0.7,-0.3,4,-2,0,-12,9
O=C(CN1CCN(CC(=O)Nc2ccccc2C(F)(F)F)CC1)Nc1ccccc1F,-6,-5,104,1.0,0.4,1,9,0,-3,-9

# Bioassay records from PubChem BioAssay.
